# ERAP1 HTS inh = inhibitors of human ERAP1 aminopeptidase | hit rate 0.15% among 340,000 | AID 652197 | recombinant ERAP1, Leu-AMC fluorescence, 60 min | inhibition, % at 10.7 µM | Q9NZ08;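 active = mean replicate inhibition of at least 30%, or all replicates individually reaching that 30% level; inactive = mean below 30% and not every replicate reaching it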;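 also: 0% = neutral control wells and 100% = L-leucinethiol positive control wells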
# Target sequence (Q9NZ08 whole entry, looked up): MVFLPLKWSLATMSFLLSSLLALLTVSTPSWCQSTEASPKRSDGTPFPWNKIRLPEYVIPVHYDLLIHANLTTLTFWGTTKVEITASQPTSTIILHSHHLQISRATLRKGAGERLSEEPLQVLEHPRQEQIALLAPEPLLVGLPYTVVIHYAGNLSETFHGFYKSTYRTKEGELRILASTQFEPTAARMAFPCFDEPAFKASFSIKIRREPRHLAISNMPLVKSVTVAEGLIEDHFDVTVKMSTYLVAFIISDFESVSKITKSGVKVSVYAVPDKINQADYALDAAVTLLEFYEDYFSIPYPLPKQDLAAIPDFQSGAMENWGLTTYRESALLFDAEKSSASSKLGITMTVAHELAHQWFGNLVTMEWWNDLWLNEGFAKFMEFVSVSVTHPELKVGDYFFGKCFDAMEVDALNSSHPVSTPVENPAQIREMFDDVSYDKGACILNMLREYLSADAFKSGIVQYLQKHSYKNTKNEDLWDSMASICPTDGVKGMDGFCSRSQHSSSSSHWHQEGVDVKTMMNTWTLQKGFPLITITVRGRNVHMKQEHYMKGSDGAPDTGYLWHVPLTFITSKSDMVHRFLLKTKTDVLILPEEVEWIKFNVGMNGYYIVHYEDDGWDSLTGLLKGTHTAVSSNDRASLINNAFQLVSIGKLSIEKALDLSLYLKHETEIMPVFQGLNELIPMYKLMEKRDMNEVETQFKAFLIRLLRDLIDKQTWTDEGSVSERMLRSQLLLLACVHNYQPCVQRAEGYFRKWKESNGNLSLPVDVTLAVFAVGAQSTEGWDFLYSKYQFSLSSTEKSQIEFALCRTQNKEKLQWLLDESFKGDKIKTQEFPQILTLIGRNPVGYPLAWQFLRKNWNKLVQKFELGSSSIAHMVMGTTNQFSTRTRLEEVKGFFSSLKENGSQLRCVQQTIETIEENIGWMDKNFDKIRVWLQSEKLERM
# XiGFP reactiv = reactivates the inactive X chromosome in mouse fibroblasts; XiGFP mouse fibroblasts, % GFP-positive cells imaging, 3 d; cells co-treated with 5-aza-dC sensitizer; scaled so ellipticine positive control = 100%; activation, % at 7.58 µM; hit rate 0.055% among 360,000; AID 743238;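 active = mean normalized replicate activation at least 10% and every replicate at or above 10%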;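 also: 0% = median of on-plate neutral control wells and 100% = ellipticine 6 µM median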
#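 Assay system – SV40-immortalized XiGFP fibroblast cells, line 68-5-11 · Buffer or medium – DMEM supplemented with 5-aza-dC as sensitizing agent · Dosing – one concentration, pinned · Benchmarks – positive control ellipticine, 6 µM final · Times – 3 days compound exposure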
# S100A4 inh HTS = S100A4-myosin IIA interaction inhibition; AID 652163; inhibition, % at 10.7 µM; hit rate 0.14% among 360,000; S100A4/TAMRA-MyoIIA peptide fluorescence polarization;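 active = mean inhibition of at least 70% across replicates, with every replicate also reaching that level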
# Target sequence (P26447 whole entry, looked up): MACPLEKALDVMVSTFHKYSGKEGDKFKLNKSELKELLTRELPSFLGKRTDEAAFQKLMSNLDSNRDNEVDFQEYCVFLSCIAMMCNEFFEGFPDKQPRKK
#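 Material: human S100A4 monomer with TAMRA-labelled myosin IIA peptide; buffer or medium: HEPES pH 7.2 with CaCl2, KCl, NaCl, DTT, Triton; compound dosing: one concentration per compound; schedule: 5 min incubation before reading; benchmarks: neutral control DMSO, positive control TFP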
# Cneo AK release = causes C. neoformans cell lysis. adenylate kinase release luminescence, 4 h; normalised: neutral wells 0, clomiphene wells 100. lysis activity, % at 15 µM. hit rate 0.2% among 360,000. AID 651654;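 active = mean lysis activity across replicates of at least 80%, whatever share of replicates individually reach that level; inactive = mean lysis activity below 80%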
#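 Test system: log-phase Cryptococcus neoformans yeast cells. Input: 5 × 10^6 yeast cells/mL. Medium: fresh YPD growth medium. Doses: single dose. Incubation: static 4 h at 37 °C with compound, 1 h detection. Measured by: luminescent adenylate kinase detection reagent. Read-out: signal increase indicating cell lysis. Benchmarks: Clomiphene.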
# Statin myotox sup = suppression of simvastatin myotoxicity; C2C12 myotubes + simvastatin, ATP luminescence, 48 h; scaled: DMSO 0, geranylgeraniol control 100; rescue of ATP level, % at 7.49 µM; hit rate 0.78% among 330,000;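 active = mean ATP rescue above about 67%, or every replicate alone reaching that limit, limit read from the data, passing the limit was not always enough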;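 also: myotubes were challenged with 10 µM simvastatin during compound exposure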
# SIRT5 block = blocks human SIRT5 desuccinylation of peptide. Q9NXA8. hit rate 1.1% among 330,000. inhibition, % at 15 µM. Purified SirT5, succinyl-peptide AMC, trypsin-coupled fluorescence; in the data active = inhibition above about 15%
# LGR2 antag = inhibitors of bursicon-induced Drosophila LGR2 receptor cAMP signaling | hit rate 0.35% among 380,000 | HEK293 LGR2, CRE-luciferase, bursicon-stimulated, 4 h | inhibition, % at 9.99 µM;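 active = drop in luminescence signal, shown as inhibition above about 50% in the replicate tests, limit read from the data, passing the limit was not always enough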;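 also: agonist challenge used bursicon conditioned medium at about half maximal strength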
# PGC1a acetyl inh = modulators of PGC1a acetylation; inhibition, % at 15.6 µM; hit rate 0.17% among 350,000; U2OS PGC1a acetylation, AlphaScreen anti-acetyl-lysine; with virally co-expressed GCN5 acetyltransferase;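 active = every replicate shows inhibition of at least 40%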;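 also: 0% = neutral control wells and 100% = positive control wells; some results beyond the cut were filed as inactive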
# Active calls of the source: *; nt = not tested or not shown; & = joins results of further samples.
# Start of the listing, in advance, four compounds:
SMILES,ERAP1 HTS inh,XiGFP reactiv,S100A4 inh HTS,Cneo AK release,Statin myotox sup,SIRT5 block,LGR2 antag,PGC1a acetyl inh
c1ccc(CNc2nc3ccccc3[nH]2)cc1,-1,nt,-2,-2,-33,-1,-33,-19
O=c1cc(N2CCOCC2)[nH]c(=O)n1Cc1ccc(F)cc1,3,-0.1,2,2,5,1,-12,-12
COC(=O)c1ccc(S(=O)(=O)N2C3CCC2CC(NC(=O)C2CC2)C3)cc1 (stereo not drawn),0,nt,0,1,8,0,-9,-7
COCCN1Cc2cccc(C(=O)NCc3ccc4c(c3)OCO4)c2C1=O,7,0.0,1,nt,nt,2,-4,nt

# The whole of this part (from the top)
SMILES,ERAP1 HTS inh,XiGFP reactiv,S100A4 inh HTS,Cneo AK release,Statin myotox sup,SIRT5 block,LGR2 antag,PGC1a acetyl inh
c1ccc(CNc2nc3ccccc3[nH]2)cc1,-1,nt,-2,-2,-33,-1,-33,-19
O=c1cc(N2CCOCC2)[nH]c(=O)n1Cc1ccc(F)cc1,3,-0.1,2,2,5,1,-12,-12
COC(=O)c1ccc(S(=O)(=O)N2C3CCC2CC(NC(=O)C2CC2)C3)cc1 (stereo not drawn),0,nt,0,1,8,0,-9,-7
COCCN1Cc2cccc(C(=O)NCc3ccc4c(c3)OCO4)c2C1=O,7,0.0,1,nt,nt,2,-4,nt
COC(=O)c1ccc(NC(=O)Nc2ccc(F)cc2F)cc1,0,0.0,-16,-2,-4,-1,-76,-6
CSc1cccc(NC(=O)COc2ccccc2)c1,0,nt,1,-1,nt,-2,nt,0
CCCNC(=O)C[C@@H]1CC[C@@H]2[C@H](COC[C@H](O)CN2C(=O)Nc2cccc(Cl)c2)O1,-23,0.4,-3,-2,-2,3,-13,-4
O=C(NCCn1cc(SCc2ccccc2F)c2ccccc21)c1c(F)cccc1F,-1,0.5,11,1,-6,2,nt,nt
C=CCOc1ccc(CNn2cn[nH]c2=S)cc1OC,5,nt,6,nt,nt,3,-10,11
C[C@H](NC(=O)[C@@H]1CCCN1C(=O)[C@@H]1CCCN1C(=O)c1cccc2ccccc12)c1ccccc1,nt,0.3,13,nt,nt,2,11,nt
C[C@@H]1CN([C@H](C)CO)C(=O)c2c(c3ccccc3n2C)-c2ccccc2CO[C@H]1CN(C)C(=O)Nc1ccc2c(c1)OCO2,1,0.0,-77,1,51,3,-4,-28
O=C(Nc1nnc(-c2ccccc2SCc2ccccc2F)s1)Nc1ccccc1F,nt,nt,nt,-3,18,nt,-14,-4
CC(=O)Nc1cccc(OCc2ccc(F)cc2)c1,3,0.0,-12,nt,nt,5,-23,17
C[C@@H]1CN([C@@H](C)CO)C(=O)c2cc(NC(=O)Nc3ccccc3)ccc2O[C@H]1CN(C)C(=O)Nc1cccc2ccccc12,-5,-0.2,-9,0&-4,-5&15,2,11,2&8
CN1C(=O)c2cc(NC(=O)C3CCOCC3)ccc2OC[C@H]2O[C@H](CC(=O)NCc3ccccc3F)CC[C@@H]21,0,0.1,6,-2,8,-2,8,4
Cn1c(=O)c2[nH]c(-c3ccccc3Cl)c(O)c2n(C)c1=O,3,0.0,0,nt,nt,nt,-8,nt
CCOc1ccccc1C(=O)NCC(=O)NC(C)c1ccc(-n2ccnc2)cc1 (stereo not drawn),-1,0.2,0,nt,nt,6,-2,nt
COc1ccc2c3c(cccc13)C(=O)N(O)C2=O,-4,0.0,3,-9,nt,2,-9,-12
O=C(COC(=O)/C=C/c1ccc(C(F)(F)F)cc1)NC1CCS(=O)(=O)C1 (stereo not drawn),3,0.1,5,0,nt,-3,4,nt
CN1c2ccc(-c3cccc(F)c3)cc2[C@@H]2[C@@H](CCN2S(=O)(=O)c2cccc(F)c2)[C@H]1CO,1,0.3,-8,-6,22,10,13,-7
O=C(CC12CC3CC(CC(Br)(C3)C1)C2)Nc1nncs1,1,-0.1,0,3,1,1,10,nt
CCOc1ccccc1C(=O)Nc1nnc(SCC(=O)N2CCCC2)s1,1,0.0,-4,0,20,nt,9,-18
C[C@H](CO)N1C[C@H](C)[C@H](CN(C)C(=O)Nc2ccccc2)Oc2ccc(NC(=O)CCN3CCOCC3)cc2C1=O,0,-0.8,-19,1,-2,2,-2,1
COc1ccc(N(C(=O)c2snc(C(N)=O)c2N)C(C(=O)NCc2ccc(F)cc2)c2ccc(O)cc2)cc1 (stereo not drawn),4,0.0,-1,0,-11,6,-2,-18
Cc1cc(C(=O)NC2CCCc3c2cnn3-c2ccc(C)c(C)c2)n(C)n1 (stereo not drawn),2,2.6,-3,-9,-16,-3,9,nt

# A few values from above:
# Entry of O=c1cc(N2CCOCC2)[nH]c(=O)n1Cc1ccc(F)cc1 under XiGFP reactiv: -0.1
# Entry of O=C(NCCn1cc(SCc2ccccc2F)c2ccccc21)c1c(F)cccc1F under SIRT5 block: 2

# (cont.)
SMILES,ERAP1 HTS inh,XiGFP reactiv,S100A4 inh HTS,Cneo AK release,Statin myotox sup,SIRT5 block,LGR2 antag,PGC1a acetyl inh
O=C1NC(=O)C(c2ccc(F)cc2)N1 (stereo not drawn),-2,0.2,-4,1,-3,0,4,nt
O=C(Cc1c(O)c2ccccc2oc1=O)c1ccc(F)cc1,0,-0.1,-2,-3,-20,-1,-38,-8
COCC1CCN(C(=O)c2ccc3oc(CCc4ccccc4)nc3c2)C1 (stereo not drawn),0,0.0,-7,nt,nt,-1,-33,nt
O=C(COC(=O)c1ccc(Cl)c(S(=O)(=O)N2CCc3ccccc3C2)c1)Nc1ncc(Cl)cc1Cl,nt,-0.1,nt,nt,3,nt,-4,2
Cc1noc(C)c1NC(=O)Nc1ccc2c(c1)C(=O)N([C@@H](C)CO)C[C@@H](C)[C@H](CN(C)Cc1ccc3c(c1)OCO3)OCCCC[C@@H](C)O2,nt,0.2,nt,1,nt,nt,6,9
Cc1ccccc1NC(=S)NC12CN3CN(CN(C3)C1)C2,-1,0.0,0,nt,nt,-2,nt,nt
N#C[C@@H]1[C@@H](c2ccc(C#Cc3cccnc3)cc2)[C@@H](CO)N1C(=O)C1CCCCC1,-1,-0.1,-3,3,7,1,-15,-12
C[C@@H]1CCCCO[C@@H](CN(C)C(=O)Nc2ccccc2)[C@@H](C)CN([C@@H](C)CO)C(=O)c2cc(N(C)C)ccc2O1,nt,2.0,nt,nt,27,nt,0,3
CCCCN(C)CCCNC(=O)c1cc(-c2cccs2)nc2ccccc12,-4,0.2,-7,3,-2,-22,-3,5
Cc1c(NC(=O)c2cc(C(C)C)on2)c(=O)n(-c2ccccc2)n1C,-2,nt,10,nt,nt,-1,-6,12
C/C=C/c1ccc([C@H]2[C@@H](CO)N(C(C)=O)[C@@H]2CN(CCOC)C(C)=O)cc1,-2,0.0,-2,nt,nt,1,16,nt
CN1C(=O)C2(C(C#N)=C(N)Oc3n[nH]c(-c4ccc(Cl)cc4)c32)c2ccccc21 (stereo not drawn),-4,nt,-2,0,nt,-3,nt,1
CO[C@H]1CN(C)C(=O)c2ccc(NS(=O)(=O)c3cccc(F)c3)cc2OC[C@H](C)N(C(=O)Cc2cccnc2)C[C@@H]1C,1,-0.3,-3,nt,nt,2,27,5
Cc1ccc(-c2cc3onc(-c4ccccc4)c3c(=O)n2C)cc1,-1,0.1,-1,-4,2,-2,85*,nt
COCC#Cc1ccc2c(c1)O[C@H](CN(C)Cc1cncnc1)[C@@H](C)CN([C@H](C)CO)S2(=O)=O,-2,-0.7,-7,-9,nt,0,-16,-6
COc1ccc(-c2nnc(SC(C)C(=O)NC3CC3)o2)cc1 (stereo not drawn),-1,2.8,2,1,8,-3,3,0
N#Cc1cccc(NC(=O)COC(=O)C2CCC2)c1,-1,0.1,1,1,-1,-7,-9,-6
COc1ccc(OC)c(-n2c(=S)[nH]c3cc(C(=O)N4CCN(c5ccccc5)CC4)ccc3c2=O)c1,1,0.0,-6,8,40,2,-35,10
COc1ccc(CCNC(=O)CSc2nc3[nH]ncc3c(=O)n2-c2cccc(C(F)(F)F)c2)cc1OC,4,0.0,4,nt,nt,-2,-30,-7
O=C(CSc1n[nH]c(-c2cccnc2)n1)Nc1ccc([N+](=O)[O-])cc1Br,-1,0.1,-4,2,-29,5,8,-8
Cc1ccc(OCCC(=O)OCC(=O)NNC(=O)c2ccccc2)cc1,3,-0.1,-2,6,8,6,0,-2
COc1ccc(NC(=O)c2cc(C)nn2-c2ccccc2)cc1,-4,0.3,-1,0,15,-6,-12,1
O=C(CSc1n[nH]c(=O)n1C1CC1)N1N=C(c2ccc(Cl)cc2)CC1c1ccco1 (stereo not drawn),0,0.3,8,nt,15,-4,-10,nt
C=C(C1=CCN(S(=O)C(C)(C)C)[C@H]1CCO)c1ccccc1 (stereo partly drawn),-1,-0.2,-7,-2,5,2,-2,0
COc1ccc(C(=O)NC(C(=O)NCCc2ccc3c(c2)OCCO3)C(C)C)cc1 (stereo not drawn),2,-1.0,-8,nt,nt,-5,16,nt
# Going on with the list.
SMILES,ERAP1 HTS inh,XiGFP reactiv,S100A4 inh HTS,Cneo AK release,Statin myotox sup,SIRT5 block,LGR2 antag,PGC1a acetyl inh
Cc1ccc(-c2nnn(CC(=O)N3CCCCC3)n2)cc1,-2,0.0,1,-12,-3,3,-10,6
O=C(O)C[C@H]1C[C@H]2c3cc(NS(=O)(=O)c4ccccc4)ccc3O[C@H]2[C@H](CO)O1,0,0.3,-1,nt,nt,0,-8,-4
CSc1ccccc1C(=O)Nc1ccc2c(c1)CCC2,-4,0.0,0,-2,-18,-6,-42,-3
COc1ccc(N2CCN(C(=O)c3ccc(Cl)c(S(=O)(=O)N4CCCC4)c3)CC2)cc1,0,0.1,-4,nt,nt,0,4,nt
C[C@H]1CN([C@@H](C)CO)S(=O)(=O)c2ccc(-c3cccc(C#N)c3)cc2O[C@@H]1CN(C)C(=O)c1ccc(F)cc1,-2,-1.3,7,1,16,0,-2,-1
O=C(Cc1c[nH]c2ccccc12)Nc1ccc(N2CCOCC2)cc1,2,-0.2,27,nt,nt,-1,9,-2

# Single records (already shown). Screens in order: ERAP1 HTS inh | XiGFP reactiv | S100A4 inh HTS | Cneo AK release | Statin myotox sup | SIRT5 block | LGR2 antag | PGC1a acetyl inh
# Listed for `Cc1ccc(-c2nnn(CC(=O)N3CCCCC3)n2)cc1` = -2 | 0.0 | 1 | -12 | -3 | 3 | -10 | 6
# Listed for `O=C(O)C[C@H]1C[C@H]2c3cc(NS(=O)(=O)c4ccccc4)ccc3O[C@H]2[C@H](CO)O1` = 0 | 0.3 | -1 | nt | nt | 0 | -8 | -4
# Listed for `C[C@H]1CN([C@@H](C)CO)S(=O)(=O)c2ccc(-c3cccc(C#N)c3)cc2O[C@@H]1CN(C)C(=O)c1ccc(F)cc1` = -2 | -1.3 | 7 | 1 | 16 | 0 | -2 | -1
# Listed for `COc1ccc(N2CCN(C(=O)c3ccc(Cl)c(S(=O)(=O)N4CCCC4)c3)CC2)cc1` = 0 | 0.1 | -4 | nt | nt | 0 | 4 | nt
# Listed for `CSc1ccccc1C(=O)Nc1ccc2c(c1)CCC2` = -4 | 0.0 | 0 | -2 | -18 | -6 | -42 | -3

# Assay outcomes as filed in PubChem.

# Only part of the results is shown. The share of hits here may be higher or lower than overall.
